HTR5A inv ctr: inverse agonist of human HTR5A in OPRM1-OPRD1 counter-screen; P47898; HTR5A cell line, luminescence, inverse agonism; inhibition, % at 9.3 µM; 340,000 compounds, 0.083% hits; AID 504634; in the data active = inhibition mostly above about 23%, no sharp cut-off; inactive = mostly below about 18%;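 note: 0% = cells with DMSO and 100% = no-cell wells with DMSO; some compounds called inactive have numbers as strong as hits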
Target sequence (P47898 whole entry, looked up): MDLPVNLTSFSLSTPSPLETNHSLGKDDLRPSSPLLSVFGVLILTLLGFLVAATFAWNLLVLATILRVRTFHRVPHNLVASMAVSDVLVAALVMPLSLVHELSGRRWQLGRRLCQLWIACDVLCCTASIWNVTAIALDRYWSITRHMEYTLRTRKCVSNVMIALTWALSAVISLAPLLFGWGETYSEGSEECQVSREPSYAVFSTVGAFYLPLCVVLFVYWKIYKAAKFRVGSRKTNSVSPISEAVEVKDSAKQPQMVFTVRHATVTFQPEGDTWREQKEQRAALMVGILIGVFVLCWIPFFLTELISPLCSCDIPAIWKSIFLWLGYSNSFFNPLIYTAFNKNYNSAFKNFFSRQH
SR-BI DiI inh: mouse SR-BI HDL lipid transfer inhibition; 320,000 compounds, 0.96% hits; ldlA[mSR-BI] CHO cells, DiI-HDL uptake fluorescence, 3 h; inhibition, % at 12.5 µM; AID 488896;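 active = mean replicate inhibition of at least 70% and a set share of replicates each scoring 70 or more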;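 note: 0% = median of neutral control wells and 100% = median of positive control wells; values of inactives mirror those of a sister screen read the other way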
Target sequence (Q61009 whole entry, looked up): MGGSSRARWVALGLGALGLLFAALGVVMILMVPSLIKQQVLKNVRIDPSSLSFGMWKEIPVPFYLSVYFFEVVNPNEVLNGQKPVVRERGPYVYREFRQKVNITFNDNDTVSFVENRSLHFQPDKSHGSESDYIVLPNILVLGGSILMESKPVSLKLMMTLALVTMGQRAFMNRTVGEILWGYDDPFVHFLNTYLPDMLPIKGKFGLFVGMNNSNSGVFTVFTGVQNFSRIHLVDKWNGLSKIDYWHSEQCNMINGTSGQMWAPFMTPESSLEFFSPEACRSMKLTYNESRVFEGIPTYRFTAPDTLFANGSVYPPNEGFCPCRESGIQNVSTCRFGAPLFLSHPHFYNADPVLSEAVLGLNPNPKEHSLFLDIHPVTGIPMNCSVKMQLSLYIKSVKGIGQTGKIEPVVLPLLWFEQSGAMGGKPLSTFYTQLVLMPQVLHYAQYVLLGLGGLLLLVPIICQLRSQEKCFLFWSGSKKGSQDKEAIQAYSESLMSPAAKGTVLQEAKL
dFosB act: enhances mouse delta FosB homodimer DNA binding; P13346; purified delta FosB, TAMRA-CDK5 oligo fluorescence polarization; percent of positive-control signal above neutral wells; activation, % at 25 µM; 340,000 compounds, 0.99% hits;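 active = mean activation above about 17%, with every replicate also reaching it, limit read from the data, passing the limit was not always enough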;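 note: fluorescence polarization rise as delta FosB binds a TAMRA Cdk5 AP-1 oligo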
NSD2 HMT inh: inhibitors of human histone methyltransferase NSD2; 310,000 compounds, 0.54% hits; NSD2 peptide methylation, AlphaScreen, 120 min; inhibition, % at 12.5 µM; AID 743445; in the data active = inhibition above about 50%
HTR5A ag ctr: counter-screen for OPRM1-OPRD1 agonists: human HTR5A agonism. 340,000 compounds, 0.61% hits. P47898. activation, % at 9.3 µM. HTR5A agonist assay, luminescence, cell-based; in the data active = activation mostly above about 9.5%, no sharp cut-off; inactive = mostly below about 7.6%;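 note: 0% = cells with vehicle only and 100% = reference agonist; strong numbers were not always called active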
V-ATPase pH: yeast V-ATPase proton transport regulation by pHLuorin. 350,000 compounds, 0.37% hits. AID 504577. S. cerevisiae, pHLuorin cytosolic pH fluorescence. response, % at 10 µM; in the data active = response mostly above about 7.3%, no sharp cut-off; inactive = mostly below about 5.4%; note: actives read high; inactives centre near 0; some compounds called inactive have numbers as strong as hits; reference of the scale not given here
PvdQ inh: blocks Pseudomonas aeruginosa PvdQ acylase activity; purified PvdQ acylase, fluorescence plate reader; inhibition, % at 10 µM; 340,000 compounds, 0.063% hits; in the data active = inhibition above about 30%, passing the limit was not always enough;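 note: 0% = vehicle neutral wells and 100% = reference inhibitor wells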
Wnt act: activators of Wnt/beta-catenin signaling. Wnt/beta-catenin reporter cell assay, activator, plate reader. activation, % at 9.35 µM. 300,000 compounds, 1.2% hits. AID 743398; in the data active = activation above about 30%, passing the limit was not always enough;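 note: 0% = neutral control wells and 100% = positive control wells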
MITF TRPM1 HTS: activators of MITF-driven TRPM1 promoter activity in SK-MEL-5 cells; 300,000 compounds, 0.75% hits; activation, % at 12.5 µM; AID 588334; SK-MEL-5 TRPM1-promoter luciferase, 24 h; % of positive control, neutral wells = 0;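 active = mean activation of at least 80% with every replicate also reaching 80%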;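 note: 0% = neutral control wells and 100% = parthenolide positive control wells; values of inactives mirror those of a sister screen read the other way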
CDK5 inh: inhibitors of human CDK5/p35 kinase | Q00535+Q15078 | Recombinant CDK5/p35, ADP-Glo luminescence, 60 min | inhibition, % at 10 µM | 330,000 compounds, 0.01% hits;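 active = highest replicate inhibition of at least 50% and at least 75% of replicates reaching 50%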;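 note: plate controls were DMSO neutral control for no effect and GW8510 at 10 µM for full effect; many of its hits are not listed in these tables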
Starred values were filed as active, the others as inactive; nt = no result given.

SMILES	HTR5A inv ctr	SR-BI DiI inh	dFosB act	NSD2 HMT inh	HTR5A ag ctr	V-ATPase pH	PvdQ inh	Wnt act	MITF TRPM1 HTS	CDK5 inh
O=S(=O)(NN=Cc1ccc(O)cc1O)c1cc(Cl)c(Cl)cc1Cl	-3.8	-15.5	-2.1	4.2	1.0	-4.0	4.1	8.9	1.1	6.1
Fc1ccc(-c2nnc3n2CCCCC3)cc1	nt	-30.0	-4.5	0.0	nt	2.3	-8.8	-0.9	-6.7	-4.0
O=C(O)C1CCCN1S(=O)(=O)c1ccccc1 (stereo not drawn)	2.5	-10.0	-4.8	1.3	2.5	-3.5	-13.3	nt	0.2	-16.7
CCOC(=O)C1(Cc2ccccc2)CCN(Cc2ccc(C3CCCCO3)s2)CC1 (stereo not drawn)	-2.8	3.5	-6.0	2.5	0.9	-3.4	-22.5	0.3	-1.9	-6.5
Cc1nn(-c2ccccc2)c(N)c1C1(O)C(=O)Nc2ccccc21 (stereo not drawn)	-6.6	nt	-0.6	-1.2	7.6	-2.1	-5.1	1.8	2.5	1.3
O=C(COC(=O)c1cccc(S(=O)(=O)N2CCN(c3ccc(F)cc3)CC2)c1)NCC1CCCO1 (stereo not drawn)	7.2	14.5	-2.0	-3.6	2.7	-2.5	-7.2	-9.9	1.2	0.3
CCc1cc2cc(C(=O)Nc3ccc(F)cc3)sc2s1	-31.8	1.6	-3.8	15.5	-1.1	3.7	-16.6	48.9*	36.8	1.6
O=C1CCC/C(=N/NC(=O)C2CCN(S(=O)(=O)c3cccs3)CC2)C1	7.1	-30.0	-6.9	3.2	-3.0	0.4	-10.3	nt	-4.8	-2.4
Cc1cc(C)n(-c2ccc(C(=O)NCc3ccc(F)cc3)cc2)n1	-2.2	48.4	-11.5	-1.3	0.9	1.0	-11.3	-2.7	8.4	0.3
COc1ccc2c(-c3cnc(N4CCOCC4)nc3)c(-c3ccc(S(C)(=O)=O)cc3)sc2c1	0.7	54.5	4.8	nt	1.5	3.7	-12.2	0.3	14.3	-0.4
CCCOP(=O)(c1ccc(N(C)C)cc1)C(O)c1cccnc1 (stereo not drawn)	-7.8	-9.9	-4.8	1.1	3.1	0.7	-10.7	nt	-8.8	0.3
O=C(O)CCNS(=O)(=O)c1ccccc1	-10.4	-26.1	0.1	0.9	1.3	3.4	-22.4	nt	-7.1	-3.0
N/C(Cc1ccc(Cl)cc1)=N\OC(=O)Cc1ccc([N+](=O)[O-])cc1	3.2	-19.5	-6.7	-3.0	3.8	0.4	-6.8	nt	16.0	0.1
CNC(=O)CSc1nc(-c2ccccc2)c(-c2ccccc2)o1	-5.5	31.7	0.2	nt	2.2	0.1	-8.5	-0.4	7.8	-1.1
O=C1c2ccccc2NC(c2ccc(-c3cccs3)o2)N1O (stereo not drawn)	10.0	-13.4	1.9	nt	6.2	1.4	-18.6	59.1*	82.5*	0.2
COc1cccc(/C=N/NC(=O)C(C)Sc2ccccc2)c1 (stereo not drawn)	-8.8	7.6	-7.5	-3.0	0.7	-1.6	-1.0	nt	-4.5	-5.3
COC(=O)C1=C(C)Nc2nnnn2C1c1cc(OC)ccc1OC (stereo not drawn)	-8.6	15.6	6.3	-2.8	-2.5	-0.1	-1.1	nt	6.9	1.2
COc1cccc(/C=N/NC(=O)c2cc3c(OC)c(OC)ccc3[nH]2)c1OC	-8.9	58.4	-10.6	3.5	3.6	1.2	-10.0	-1.5	-1.9	-2.4
Cc1nn(-c2ccccc2)c(C)c1NC(=O)COC(=O)c1ccccc1	2.5	-10.8	-2.5	-2.7	-0.9	0.6	-8.0	2.5	-3.8	0.5
COc1cc(C(=O)N/N=C(\C)c2ccccn2)cc(OC)c1OC	-4.4	-26.3	-6.7	-2.2	1.2	-4.4	-18.4	-4.0	-37.5	-2.1
CCOc1ccc(C(=O)N(CC)CC(=O)Nc2ccc3c(c2)OCCO3)cc1OCC	3.1	15.3	-9.4	2.2	2.0	-2.1	-18.6	-2.1	2.8	-0.8
CN(C)C(C(=O)Nc1cc(Cl)cc(Cl)c1)c1ccccc1 (stereo not drawn)	11.3	-19.9	-7.4	-0.4	-4.1	-0.1	1.2	-3.3	24.2	0.3
COc1ccc(CN2CCN(C(=O)c3ccc(S(=O)(=O)NCc4ccco4)cc3)CC2)cc1	-40.0	93.3*	-8.9	2.4	1.8	-0.2	7.4	1.9	-20.3	-3.0
COc1cc(C=C2C(=O)c3ccccc3C2=O)ccc1O	-12.7	nt	-7.0	4.6	4.5	-1.9	4.2	0.8	6.5	8.4
Cc1c(O[C@@H]2O[C@H](CO)[C@@H](O)[C@H](O)[C@H]2O)c(CO)c(O[C@@H]2O[C@H](CO)[C@@H](O)[C@H](O)[C@H]2O)c2c1O[C@@H](c1ccccc1)C[C@@H]2O	10.0	-30.3	1.9	nt	-4.0	-0.7	-8.4	-3.2	1.7	-2.1
CN1C/C(=C/c2ccccc2[N+](=O)[O-])C(=O)/C(=C\c2ccccc2[N+](=O)[O-])C1	-13.9	-2.6	-11.8	4.5	3.6	-2.9	-12.6	-25.0	nt	0.6
CCCN(CCC)C(=O)CP(=O)(c1ccccc1)c1ccccc1	-2.5	-5.7	0.1	-2.2	5.7	-1.5	-7.0	nt	-7.4	-1.7
CC(C)(C)OC(=O)C[C@@H]1C/C=C\C[C@H](CC(=O)N(CCO)Cc2ccccc2)C(=O)N[C@H](C(C)(C)C)COC1=O	2.1	-10.6	-9.6	nt	1.8	-2.0	1.0	-3.7	-4.5	0.7
COc1cccc(COCC(O)CN2CCC(C(N)=O)CC2)c1 (stereo not drawn)	-6.9	-7.0	0.3	0.1	1.4	3.7	-9.4	-1.8	-3.1	0.9
COc1ccccc1N1C(=O)CSC1=NC(=O)c1ccccc1	7.0	2.3	-5.7	-2.4	-1.8	1.4	-7.8	-1.8	4.8	0.8
CC(C)(C)OC(=O)N[C@@H](COCc1ccccc1)C(=O)N[C@@H](CO)[C@H](O)[C@@H]1C[C@@H]1C(=O)N1CCCC1	18.1	-18.6	1.6	nt	-3.1	3.8	9.2	0.5	4.7	-0.2
CCOC(=O)c1sc(NC(=O)c2sccc2C)cc1C	11.8	56.6	2.1	1.2	-0.8	-5.3	-3.8	58.7*	nt	0.9
CSc1ncccc1C(=O)OCC(=O)c1cc(C)n(CC2CCCO2)c1C (stereo not drawn)	-16.2	nt	-2.6	-3.6	1.2	1.8	-11.2	9.6	24.2	0.5
CO/N=C(\c1nonc1N)N1CCN(c2ccc([N+](=O)[O-])cc2Cl)CC1	-10.5	-21.0	-2.1	1.9	3.8	0.6	-12.6	-6.0	nt	0.1
COCCSc1nnc(NC(=O)C2CC(=O)N(CCc3ccc(F)cc3)C2)s1 (stereo not drawn)	10.0	nt	-8.3	-2.6	-3.5	2.0	-16.8	1.3	nt	-0.2
Cc1ccc(N(C(=O)CNC(=O)c2cccs2)C(C(=O)NC2CCCC2)c2ccncc2)cc1 (stereo not drawn)	7.5	nt	-10.6	-2.1	-2.6	-4.1	-5.7	0.6	nt	-2.9
CCN1CCN(Cc2coc3ccc(C)cc3c2=O)CC1	-1.3	-10.3	-3.6	6.4	0.4	-0.6	-20.0	2.7	11.9	-0.1
Cc1nc2cccc(C(=O)Oc3ccc([N+](=O)[O-])cc3)c2o1	6.7	-15.7	-7.2	-1.3	-2.6	5.1	3.9	0.5	7.2	0.7
CCOC(=O)C1=C(C)NC(C)=C(C(=O)OCC)C1/C=C/c1ccccc1OC	1.7	23.2	-11.2	-2.4	-0.7	4.5	-22.4	-2.3	-8.2	-0.7
CCOc1ccc(NC(=O)CN(C)C(=O)C2CCN(C(=O)c3ccc(Cl)cc3)CC2)cc1OCC	-12.7	46.1	-11.2	2.1	-2.3	1.7	3.1	-3.2	-8.7	0.2
CCc1nnc(NC(=O)Cc2ccc(OC)c(OC)c2)s1	26.4	-10.6	4.4	0.6	2.0	2.0	-2.9	-0.8	-1.4	-4.6
CC1(C)Oc2ccc3ccc(=O)oc3c2-c2cn[nH]c21	12.2	20.4	-9.5	-0.3	-5.0	-1.1	-3.6	nt	12.8	8.5
CCN(CC)c1ccc(N=Nc2ncn[nH]2)cc1	nt	-21.6	-2.7	0.2	nt	0.6	-16.4	10.3	39.3	-0.8
COCCN(C(=O)COC(=O)C1(C)CC1(Cl)Cl)c1c(N)n(Cc2ccccc2)c(=O)[nH]c1=O (stereo not drawn)	20.0	-2.5	-2.6	0.7	-8.3	1.1	-3.7	14.3	12.5	-6.5
COc1cccc(C(=O)Nc2nnc(S(=O)(=O)N3CCCC3)s2)c1	-8.6	-18.8	-11.5	-1.6	0.1	4.2	-9.5	0.6	5.1	-0.6
CN(c1ccccc1)c1cc(=O)[nH]c(=O)[nH]1	6.3	9.1	-1.7	2.0	1.1	1.5	-0.8	-0.6	-4.0	0.5
CCOC(=O)C1=NNC2C(=O)N(CC)C(=O)C12 (stereo not drawn)	14.6	-1.4	3.5	2.0	-5.3	-3.9	-3.3	0.0	-11.0	-0.8
Cc1cc(C)cc(NC(=O)CSc2ccc(-c3ccccn3)nn2)c1	-7.2	51.8	-14.8	1.1	-1.4	1.9	-21.2	-1.7	-2.2	-1.6
COc1cc(-c2nc3cnccn3c2Nc2ccc3c(c2)OCCO3)ccc1O	-26.2	32.0	-5.5	0.9	9.8	-1.7	1.8	nt	-16.0	0.4
CC1Cc2nc(SCC(=O)c3ccccc3)n(Cc3ccccc3)c(=O)c2S1 (stereo not drawn)	2.5	13.4	-10.3	nt	1.7	8.4	-3.0	15.5	nt	-2.9
C=CCN1C(=O)C(CC(=O)Nc2ccccc2F)S/C1=N\c1nccs1 (stereo not drawn)	9.6	84.5*	5.0	-13.0	-3.5	-0.9	-13.6	5.1	14.4	0.7
COc1ccc(Cc2nnc(NC(=O)c3ccccc3Cl)s2)cc1OC	-9.3	-10.8	3.4	-4.7	3.4	-2.5	-13.9	-0.2	6.7	0.2
COC(=O)c1cn(NC(=O)c2cc(OC)cc(OC)c2)c(=O)c2ccccc12	-26.8	-2.2	-10.8	nt	-0.6	-0.8	-6.3	1.3	nt	-0.6
Cc1ccc(NC(=O)C2CCCN(S(=O)(=O)c3ccc4[nH]c(=O)ccc4c3)C2)nc1 (stereo not drawn)	0.7	-12.9	-4.1	6.7	-0.2	-2.6	-8.9	-1.5	-1.7	1.2
CCOC(=O)c1c(NC(=O)COC(=O)c2cc(OC)c(OC)cc2[N+](=O)[O-])sc(C)c1C	7.5	38.0	-4.2	-2.2	-5.3	-0.6	-10.9	-1.3	-5.3	0.4
COC1(C2=NCCN2)COc2ccccc2O1 (stereo not drawn)	-16.6	-16.9	3.1	nt	5.0	-2.3	-1.5	-0.5	-5.3	-0.3

Three compounds already listed, sorted by molecular weight, largest number first:
SMILES	HTR5A inv ctr	SR-BI DiI inh	dFosB act	NSD2 HMT inh	HTR5A ag ctr	V-ATPase pH	PvdQ inh	Wnt act	MITF TRPM1 HTS	CDK5 inh
CC1Cc2nc(SCC(=O)c3ccccc3)n(Cc3ccccc3)c(=O)c2S1 (stereo not drawn)	2.5	13.4	-10.3	nt	1.7	8.4	-3.0	15.5	nt	-2.9
COC(=O)c1cn(NC(=O)c2cc(OC)cc(OC)c2)c(=O)c2ccccc12	-26.8	-2.2	-10.8	nt	-0.6	-0.8	-6.3	1.3	nt	-0.6
COC1(C2=NCCN2)COc2ccccc2O1 (stereo not drawn)	-16.6	-16.9	3.1	nt	5.0	-2.3	-1.5	-0.5	-5.3	-0.3
